# Assay outcomes as filed in PubChem.
# TDP1 inh: inhibitors of human tyrosyl-DNA phosphodiesterase TDP1; AID 485290; Potency, µM (highest dose often 130 µM), without a hit: at the highest dose activity change, negative = inhibition, actives largely listed as inhibitors; Q9NUW8; recombinant TDP1, AlphaScreen DNA substrate cleavage; 350,000 compounds, 0.28% hits; also: nearly all actives have a fitted effect of over 40% in size
# Target sequence (Q9NUW8 whole entry, looked up): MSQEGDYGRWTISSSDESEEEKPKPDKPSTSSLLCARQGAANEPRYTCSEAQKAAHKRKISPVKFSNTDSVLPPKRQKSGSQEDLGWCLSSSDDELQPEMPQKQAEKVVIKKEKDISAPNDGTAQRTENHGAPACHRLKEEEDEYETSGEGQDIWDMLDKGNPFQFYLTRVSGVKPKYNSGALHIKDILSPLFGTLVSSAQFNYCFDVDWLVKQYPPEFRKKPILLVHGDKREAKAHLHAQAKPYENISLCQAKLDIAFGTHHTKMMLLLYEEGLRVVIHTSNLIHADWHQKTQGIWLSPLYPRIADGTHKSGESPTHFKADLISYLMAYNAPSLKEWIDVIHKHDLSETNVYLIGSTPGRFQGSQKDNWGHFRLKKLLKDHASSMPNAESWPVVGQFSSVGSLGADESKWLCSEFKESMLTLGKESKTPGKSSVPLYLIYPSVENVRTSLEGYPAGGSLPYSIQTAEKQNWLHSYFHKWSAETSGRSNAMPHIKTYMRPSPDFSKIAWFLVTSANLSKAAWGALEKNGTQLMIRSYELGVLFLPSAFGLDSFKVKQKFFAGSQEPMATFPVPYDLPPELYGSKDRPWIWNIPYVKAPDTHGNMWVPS
#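 Tdp1 1 nM final; 15 min RT w/ cpd; substrate 15 nM, 5 min; beads 10 ug/ml, 10 min; AlphaScreen read. Neg ctrl: no enzyme.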
# DT40 TDP1 no CPT: qHTS for Inhibitors of human tyrosyl-DNA phosphodiesterase 1 (TDP1): qHTS in cells in absence of CPT; DT40 Tdp1-/- hTDP1 cells, no CPT, ATP luminescence, 48 h; Potency, µM (series often up to 46.2 µM), for inactives: at the top dose activity change, negative = growth inhibition, hits mostly inhibitors; 420,000 compounds, 15% hits; also: nearly all actives have a fitted effect of over 55% in size
#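 A cellular qHTS used chicken DT40 cells lacking endogenous Tdp1 but carrying stably transfected human TDP1. Compounds were applied without camptothecin, and cell growth kinetics were judged by ATP-dependent luminescence after ≥48 hr.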
# TDP1 cell CPT: DT40-hTDP1 cell growth loss with CPT. chicken DT40 Tdp1-/-;hTDP1 cells + 20 nM CPT, ATP luminescence, 48 h. Potency, µM (series often up to 46.2 µM), for inactives: top-dose activity change, negative = growth inhibition, hits mostly inhibitors. AID 686979. 420,000 compounds, 12% hits; also: nearly all actives have a fitted effect of over 55% in size
#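 Cell growth measured by CellTiter-Glo luminescence after a minimum 48 h, 37 C compound exposure with 20 nM CPT in Tdp1-knockout DT40 cells stably expressing hTDP1, seeded 400/well; qHTS titration format.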
# * = called active by the depositor; ? = inconclusive; nt = no result given; & = joins results of further samples; [ ] = remark or other dose. Calls follow the shape of the dose curve; as a rule, active = well fitted curve in the direction sought with a large enough effect; inconclusive = small, poorly fitted or top-dose-only effect, or another doubt; inactive = no such curve, though single readings can be large; an effect the other way counts as inactive or inconclusive. % is scaled to controls: 0 for no effect and ±100 for the full control effect; potency is read from the fitted curve at half-maximal effect.
SMILES,TDP1 inh,DT40 TDP1 no CPT,TDP1 cell CPT
CC(=O)Nc1c(C)ccc(CNC(=O)COc2cc(C)ccc2C)c1C,-5%,-21%,3%
CCOc1ccc(OCC)c(NC(=O)C2CCN(S(=O)(=O)c3c(C)noc3C)CC2)c1,7%,?,-30%
CCN1c2ccccc2-c2nc(SCC(=O)Nc3cc(OC)cc(OC)c3)ncc2S1(=O)=O,-5%,-3%,2%
Cc1cc(C(=O)Nc2ccc(OCc3ccccc3)cc2)c(C)o1,2%,?,?
CCOC(=O)c1ccc(NC(=S)Nc2cc(C)cc(C)n2)cc1,-2%,-23%,-2%
CCOC(=O)CN1C(=O)N[C@@H](c2ccccc2)C(C(=O)OC)=C1C,3%&-7%,0%,1%
C=C(C)c1ccccc1NC(=O)CCN1C(=O)c2ccccc2S1(=O)=O,nt,-22%,-3%
COc1ccc(NC(=S)NCCCN2CCCC2)cc1,3%,2%,-4%
CCN(CC)C(=O)CSc1nc2c(c(=O)n(C)c(=O)n2C)n1Cc1ccccc1,1%,-23%,-13%
CN(C(=O)Cn1cnc([N+](=O)[O-])n1)C1CCCCC1,nt,-4%,1%
Cc1ccc(Cc2c(-c3ccc(Br)cc3)nc3cc(C)ccn23)cc1,nt,21µM*,23µM*
O=C(O)CN1C(=O)/C(=C/c2ccccc2Cl)Oc2ccccc21,nt,5%,-3%
CC1CCN(c2cc3c(cc2F)c(=O)c(S(=O)(=O)c2cccc(Cl)c2)cn3Cc2ccccc2)CC1,2%,-17%,12%
Clc1ccc(C2Nc3ccccc3-n3cccc32)cc1 (stereo not drawn),3%,?,?
O=C(COC(=O)CCC(=O)c1ccccc1)NNC(=O)c1ccc(Cl)cc1,nt,2%,7%
CCN(CC)Cc1cc(C(C)=O)ccc1OCC(C)C,2%,0%,15%
COc1cc(/C=C2/C(=O)NN(c3cccc(C)c3)C2=O)cc([N+](=O)[O-])c1O,-13%,-2%,-2%
CC(C)(C)c1ccc2cc(F)cc(F)c2n1,nt,-9%,-12%
COc1cc([N+](=O)[O-])cc2cc(C(=O)N3CCCC3)c(=O)oc12,-3%,-8%,5%
CCCCCCCCCC[n+]1ccc(/C=C/c2c(C)[nH]c3ccccc23)c2ccccc21,nt,1µM*,0.79µM*
CC(OC(=O)CNC(=O)c1ccccc1F)C(=O)Nc1nc(-c2ccccc2)cs1 (stereo not drawn),-6%,-27%,-14%
Cc1ccc(/C=C/C(=O)N2CCN(c3ccc(F)cc3)CC2)o1,4%,-29%,-20%
COc1ccc(N2CCN(S(=O)(=O)c3ccc(Cl)c(C(F)(F)F)c3)CC2)cc1,-5%,-6%,-8%
COc1ccc(C(=O)NCC2Cc3cc(C)cc(-c4nc5ccccc5s4)c3O2)c(OC)c1OC (stereo not drawn),nt,-10%,9%[9.04 µM]
CSc1nc(SC(C)C(=O)O)c2c3c(sc2n1)COC(C)(C)C3 (stereo not drawn),3%,-3%,-21%
Cn1c(N)c(N=Cc2ccccc2)c(=O)n(C)c1=O,nt,-18%,-14%
CCn1nnc(NC(=O)C(C)Oc2ccc(Cl)cc2Cl)n1 (stereo not drawn),1%,-26%,-24%
CC(C)C(C(=O)Nc1ccncc1)c1ccc(Cl)cc1 (stereo not drawn),1%,16µM*,?
COc1ccccc1C(=O)N/C(=C\c1cn(S(=O)(=O)N(C)C)c2ccccc12)C(=O)N1CCN(C)CC1,nt,?,26µM*
O=C(Cn1cc(COc2ccccc2C(F)(F)F)nn1)c1ccc(O)cc1,nt,-15%,-21%
Cc1cnc(NC(=O)CSc2ncc(-c3ccccc3)n2Cc2ccco2)s1,13%,?,18µM*
CCOC(=O)C1CCCN(C2CC(=O)N(c3ccc(NC(C)=O)cc3)C2=O)C1 (stereo not drawn),1%,-5%,-4%
CC(=O)NS(=O)(=O)c1ccc(NC(=S)Nc2ccccc2)cc1,3%,-18%,-2%
CCOC(=O)C1CN(c2cc3c(cc2F)c(=O)c(C(=O)O)cn3CC)OC1C(=O)OCC (stereo not drawn),3%,-5%,-20%
Cc1cccc(OCC(=O)Nc2ccccc2C(=O)OCc2cc(=O)n3nc(C)sc3n2)c1,1%,-29%,-6%
COc1ccc(/C=C(/NC(=O)c2ccccc2)C(=O)N/N=C/c2ccc3c(c2)OCO3)cc1OC,4%,-28%,-27%
CCOC(=O)[C@@H]1[C@H]2COc3ccccc3[C@H]2N2C(=O)N(c3cccc(Cl)c3)C(=O)[C@@]12C,nt,?,?
Cc1cc(C)c(NC(=O)CCn2nnc3ccccc32)c(C)c1,0%,-3%,-2%
CCCn1nc(NC(=O)c2ccncc2)c2cc3ccccc3nc21,5%,?,-12%
O=C(O)/C(=C\c1ccc(Cl)c([N+](=O)[O-])c1)c1ccc(S(=O)(=O)N2CCCCC2)s1,7%,-19%,22%
CCOc1ncccc1C(=O)OCC(=O)Nc1nnc(-c2ccccc2)o1,-7%,23µM*,?
O=S(=O)(NCCSCc1ccc(Cl)c(Cl)c1)c1ccc2c(c1)OCCO2,nt,?,-24%
O=C(NCc1ccccn1)c1ccc(Cn2c(=S)[nH]c3ccccc3c2=O)cc1,-5%,?,-26%
Cc1noc(C)c1-c1cc(N2CCN(C)CC2)ncn1,nt,-1%,-12%
CC1CC(=O)N(CC(=O)NCc2ccc(F)cc2)c2ccccc2S1(=O)=O (stereo not drawn),2%,0%,11%
CC1CCC(NC(=O)c2cnccn2)CC1 (stereo not drawn),5%,-17%,-14%
CCNC(=O)COC(=O)CCNC(=O)c1ccc(Cl)cc1,5%,21%,-9%
CCC(C)NC(=O)c1sc2nc(C)c(C(=O)Nc3ccc(C)cc3C)c(-c3ccc(Br)cc3)c2c1N (stereo not drawn),9%,?,?
O=C(c1cccc(C(=O)N2CCN(c3ccc(F)cc3)CC2)c1)N1CCN(c2ccc(F)cc2)CC1,-1%,13µM*,15µM*
Cc1ccc(-n2c(CNc3ccc(C)c(Cl)c3)n[nH]c2=S)cc1,4%,?,?
CN=C1S/C(=C/c2cn(CC(=O)OC)c3ccccc23)C(=O)N1C,-1%,?,-4%
O=C(O)c1cc(N2CCCCC2)ccn1,nt,-26%,-11%
Cc1ccc(CNCc2c(C(=O)O)n(Cc3ccc(C)cc3)c3cc(C)ccc23)cc1,8%,?,23µM*
O=C(NC1CCCCC1)N(Cc1ccc(F)cc1)Cc1nc2ccccc2c(=O)[nH]1,4%,-17%,?
COc1ccc2cc(S(=O)(=O)N3CCN(C)CC3)ccc2c1,6%,-3%,6%
O=C(Nc1ccc(N2CCOCC2)c(S(=O)(=O)Nc2ccccc2Cl)c1)c1ccccc1,0%,?,?
CCn1nnnc1NCc1cccc(Cl)c1,4%,-2%,-15%
CCOC(=O)c1c(C)n(C)c2ccc(OC)c(NC(=O)CN3CCC4(CC3)OCCO4)c12,2%,?,-14%
COc1cccc(CN2CCNC(=O)C2CC(=O)NCCCn2ccnc2)c1 (stereo not drawn),nt,-3%,4%
C[C@@H]1CN([C@@H](C)CO)C(=O)c2cc(Br)cnc2O[C@H]1CN(C)C(=O)C1CCCCC1,nt,-19%,-12%
# Further compounds.
SMILES,TDP1 inh,DT40 TDP1 no CPT,TDP1 cell CPT
CCOC(=O)N/N=C/c1cn(CCCOc2ccc(C)cc2)c2ccccc12,-8%,21µM*,?
O=C(N/N=C/c1ccc(F)cc1)c1cccc(NC(=O)c2ccc(F)cc2)c1,1%,?,?
COc1cccc(CNC(=O)c2c(OC)cc(=O)n3c2CCN(C(=O)c2ccoc2C)CC3)c1,nt,-1%,10%
COc1cccc(-c2nc(-c3ccccc3)no2)c1,?,-15%,-12%
O=C1NC2c3c(I)sc(I)c3C(=O)C2O1 (stereo not drawn),nt,7.3µM*,6.5µM*
COc1ccc(C(=O)NCc2ccc(Cl)cc2)cc1S(=O)(=O)N1CCCC1,1%,-9%,?
Cc1c(C(=O)O)sc2ncnc(N3CCCCC3C)c12 (stereo not drawn),7%,8%,-5%
CCc1c(C)sc2c1CCN(C(=O)Nc1ccc(F)c(Cl)c1)C2c1ccc(F)cc1 (stereo not drawn),6%,16µM*,?
COc1ccc(NC(=O)C[C@H]2C(=O)N(c3ccccc3)C[C@@H]2Cc2ccccc2)cc1,nt,?,-23%
COc1cccc(C(=O)Nc2ccc(-n3nncc3C(C)(C)C)cc2)c1,4%,21µM*,?
Cc1ccccc1NC(=O)Nc1ccccc1N1CCCCC1,3%,23µM*,?
CCOC(=O)Cc1nn(Cc2nc(-c3ccc(C)cc3)cs2)c(=O)c2ccccc12,5%,?,-23%
COc1cc(NC(=O)CCS(=O)(=O)c2nc(-c3ccc4c(c3)OCO4)cc(C(F)(F)F)n2)cc(OC)c1OC,6%,16µM*,?
Cc1cc(NC(=O)CSc2ccc3nnc(-c4ccc(F)cc4)n3n2)no1,2%,-19%,-8%
Fc1cc(F)cc(NC(=S)NCCCN2CCOCC2)c1,3%,14%,-17%
Cc1cc(NS(=O)(=O)c2ccc(NC(=O)Cc3ccccc3)cc2)nc(C)n1,14%,-9%,6%
Cc1c(NC(=O)c2cc(-c3ccccc3O)on2)c(=O)n(-c2ccccc2)n1C,-2%,10%&-4%,-6%&3%
CCOC(=O)Cn1c2c(c(=N)c3c1CCC3)CCC2,5%,-7%,-8%
OCCCN1CNC(=S)NC1,nt,11%,7%
COc1ccccc1Nc1nc(N)nc(CSCCO)n1,5%,-15%,-9%
COc1ccc(NC(=O)N2CCC(n3cnc4ccccc43)CC2)cc1,7%,?,-12%
COc1ccc(CNC(=O)C(=O)NCC(c2cccnc2)N2CCN(c3ccccc3)CC2)cc1 (stereo not drawn),3%,13µM*,16µM*
CCN(CC(=O)Nc1ccc(OC)cc1)C(=O)CSCC(=O)Nc1ccc(C)cc1,4%,3%,5%
COc1ccc(CCNc2cn[nH]c(=O)c2Cl)cc1OC,1%,-12%,-2%
COc1cc(C(=O)OCC(=O)N(CC(C)C)C2CCS(=O)(=O)C2)ccc1OCC(C)C (stereo not drawn),nt,?,-4%
CC(=O)c1ccc(OCCCC(=O)Nc2cccc(S(=O)(=O)N3CCOCC3)c2)cc1,1%,-29%,?
N=C1S/C(=C\c2ccccc2)C(=O)N1c1ccc(F)cc1,2%,-24%,-18%
O=C(CSc1nnc(CN2CCOCC2)n1-c1ccc(Cl)cc1)Nc1ccc2c(c1)OCO2,0%,-2%,4%
CN1CCN(C(=O)c2cc3c(c(-c4cccc(-c5cc6ccccc6o5)c4)n2)[C@H](CCO)N(S(=O)C(C)(C)C)C3)CC1 (stereo partly drawn),nt,?,?
Cn1c(=NC(=O)c2ccc3c(c2)OCCO3)sc2cc(S(C)(=O)=O)ccc21,1%&0%,4%&1%,12%&4%
O=C(NCCCN1CCCCCC1)[C@@H](c1ccccc1)C1CCCCC1,12%[56.1 µM],11µM*,11µM*
O=C(CSCc1ccc(F)cc1)NC1CCCC1,8%,-10%,-23%

# 15 successive entries out of the list so far, quoted:
SMILES,TDP1 inh,DT40 TDP1 no CPT,TDP1 cell CPT
Cc1cc(NS(=O)(=O)c2ccc(NC(=O)Cc3ccccc3)cc2)nc(C)n1,14%,-9%,6%
Cc1c(NC(=O)c2cc(-c3ccccc3O)on2)c(=O)n(-c2ccccc2)n1C,-2%,10%&-4%,-6%&3%
CCOC(=O)Cn1c2c(c(=N)c3c1CCC3)CCC2,5%,-7%,-8%
OCCCN1CNC(=S)NC1,nt,11%,7%
COc1ccccc1Nc1nc(N)nc(CSCCO)n1,5%,-15%,-9%
COc1ccc(NC(=O)N2CCC(n3cnc4ccccc43)CC2)cc1,7%,?,-12%
COc1ccc(CNC(=O)C(=O)NCC(c2cccnc2)N2CCN(c3ccccc3)CC2)cc1 (stereo not drawn),3%,13µM*,16µM*
CCN(CC(=O)Nc1ccc(OC)cc1)C(=O)CSCC(=O)Nc1ccc(C)cc1,4%,3%,5%
COc1ccc(CCNc2cn[nH]c(=O)c2Cl)cc1OC,1%,-12%,-2%
COc1cc(C(=O)OCC(=O)N(CC(C)C)C2CCS(=O)(=O)C2)ccc1OCC(C)C (stereo not drawn),nt,?,-4%
CC(=O)c1ccc(OCCCC(=O)Nc2cccc(S(=O)(=O)N3CCOCC3)c2)cc1,1%,-29%,?
N=C1S/C(=C\c2ccccc2)C(=O)N1c1ccc(F)cc1,2%,-24%,-18%
O=C(CSc1nnc(CN2CCOCC2)n1-c1ccc(Cl)cc1)Nc1ccc2c(c1)OCO2,0%,-2%,4%
CN1CCN(C(=O)c2cc3c(c(-c4cccc(-c5cc6ccccc6o5)c4)n2)[C@H](CCO)N(S(=O)C(C)(C)C)C3)CC1 (stereo partly drawn),nt,?,?
Cn1c(=NC(=O)c2ccc3c(c2)OCCO3)sc2cc(S(C)(=O)=O)ccc21,1%&0%,4%&1%,12%&4%
